Screening data deposited in PubChem by National Center for Advancing Translational Sciences (NCATS).
LmPK inhibitor: blocks Leishmania mexicana pyruvate kinase activity; Q27686; Potency, µM (doses to about 57.5 µM), inactives show at the top dose activity change, negative = inhibition, usual class: inhibitors; purified LmPK, Kinase-Glo ATP luminescence, 1 h; AID 1721; 290,000 tested, 0.37% active; further: potency means the concentration at half of the fitted maximal effect
Target sequence (Q27686 whole entry, looked up): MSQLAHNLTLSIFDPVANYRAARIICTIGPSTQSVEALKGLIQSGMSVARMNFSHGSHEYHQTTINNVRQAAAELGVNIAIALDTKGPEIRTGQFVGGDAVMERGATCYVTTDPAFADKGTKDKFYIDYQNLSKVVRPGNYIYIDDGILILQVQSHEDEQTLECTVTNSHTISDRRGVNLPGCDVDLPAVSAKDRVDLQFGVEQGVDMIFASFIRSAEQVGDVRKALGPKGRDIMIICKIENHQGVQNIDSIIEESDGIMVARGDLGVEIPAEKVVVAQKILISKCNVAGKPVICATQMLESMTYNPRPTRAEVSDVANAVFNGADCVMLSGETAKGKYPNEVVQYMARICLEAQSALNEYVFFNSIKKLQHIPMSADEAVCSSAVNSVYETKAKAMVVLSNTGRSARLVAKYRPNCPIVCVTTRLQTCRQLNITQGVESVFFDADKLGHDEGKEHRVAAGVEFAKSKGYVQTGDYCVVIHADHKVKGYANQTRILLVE
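Purified LmPK (0.1 nM) converted ADP (0.1 mM) to ATP with PEP (0.5 mM) in imidazole buffer pH 7.2 with KCl and MgCl2, 1 h at room temperature. ATP was read by Kinase-Glo luminescence; data normalized to uninhibited and no-enzyme controls.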
HCMV antiviral: inhibitors of human cytomegalovirus; 410,000 tested, 4.5% active; HFF cells, HCMV-luciferase reporter, 72 h; stronger effect = lower value; activity change, negative = inhibition, % at 57.5 µM; AID 1259415; in the data active means activity change below about -60%; inconclusive means no clear call, values can overlap the other calls; inactive means above about -39%
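Inhibition of viral replication was scored as loss of reporter luminescence in HFFs infected with HCMV-luciferase (MOI 1 PFU/cell) for 72 h; compounds tested at 2 doses, normalized to buffer and Salinomycin controls.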
AmpC inh no detg: blocks E. coli AmpC beta-lactamase in detergent-free assay; P00811; AmpC nitrocefin hydrolysis, absorbance 480 nm, 0.0001% Triton; 330,000 tested, 0.52% active; AID 485341; Potency, µM (highest dose often 57.1 µM), for the others: at the top dose activity change, negative = inhibition, actives largely listed as inhibitors;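 further: potency means the concentration at half of the fitted maximal effect; plate controls were no compound for no effect and no enzyme for full effect; nearly all actives have a fitted effect of over 20% in size; some results filed as inactive show a strong effect at the top dose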
Target sequence (P00811 whole entry, looked up): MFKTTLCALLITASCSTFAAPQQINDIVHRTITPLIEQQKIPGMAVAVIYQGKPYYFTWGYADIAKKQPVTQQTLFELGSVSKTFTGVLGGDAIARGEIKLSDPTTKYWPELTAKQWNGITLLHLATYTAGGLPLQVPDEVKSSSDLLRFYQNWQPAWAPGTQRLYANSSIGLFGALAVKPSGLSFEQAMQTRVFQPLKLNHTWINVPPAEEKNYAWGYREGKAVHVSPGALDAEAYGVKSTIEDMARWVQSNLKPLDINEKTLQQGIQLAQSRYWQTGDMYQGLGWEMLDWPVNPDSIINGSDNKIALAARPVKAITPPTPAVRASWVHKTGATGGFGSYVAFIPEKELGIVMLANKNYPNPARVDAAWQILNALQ
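20 mM phosphate pH 7.0 + 0.01% (detergent screen) or 0.0001% Triton X-100; 5.3 nM AmpC reagent; cpd preinc 15 min RT; nitrocefin (800 uM stock) to start; A480 q20 s × 4 min; Activity was normalised to no-enzyme and no-compound control wells.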
AMA1-RON2 inh: inhibitors of Plasmodium falciparum AMA1-RON2 interaction; AID 720542; 360,000 tested, 0.2% active; AlphaScreen AMA1-biotinylated RON2 peptide binding; Potency, µM (series often up to 58.2 µM), inactives show at the highest dose activity change, negative = inhibition, actives largely listed as inhibitors;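 further: potency means the concentration at half of the fitted maximal effect; 0% = vehicle wells and -100% = peptide control; nearly all actives have a fitted effect of over 45% in size; some results filed as inactive show a strong effect at the top dose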
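AMA1 (3D7) with his tag at 25 nM final met compounds first, then biotinylated RON2 peptide at 25 nM; detection used donor plus acceptor beads, 10 µg/mL apiece, read by AlphaScreen after 30 min at room temperature.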
HCV inh: inhibitors of hepatitis C virus infection. Huh7.5.1 HCVcc-Cre infection, luciferase reporter, 44 h. AID 651820. 340,000 tested, 3.4% active. Potency, µM (titrated, usually from 41.8 µM), for the others: at the highest dose activity change, negative = inhibition, usual class: inhibitors; further: potency means the concentration at half of the fitted maximal effect
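Infectious HCV cell culture screen: compound-treated cells (1,000/well, pre-plated 4 h) are infected with HCVcc-Cre at roughly 0.5 moi and grown 44 h. Infection is quantified by luciferase signal after 15 min substrate incubation at room temperature.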
TbPYK inhibitor: blocks Trypanosoma brucei pyruvate kinase; Q57TT1; TbPYK enzyme, Kinase-Glo Plus ATP luminescence, 45 min; Potency, µM (series often up to 76.8 µM), inactives show at the top dose activity, negative = inhibition, hits mostly inhibitors; 410,000 tested, 0.12% active; further: potency means the concentration at half of the fitted maximal effect; nearly all actives have a fitted effect of over 50% in size
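T. brucei PYK with substrate was exposed to pin-transferred compounds across a concentration series, then started with 130 uM ADP (final). After 45 min at room temperature, Kinase-Glo Plus luminescence was read, normalized and curve-fitted.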
AmpC inh detg: inhibitors of E. coli AmpC beta-lactamase with detergent; P00811; AmpC hydrolysis of nitrocefin, absorbance 480 nm, 0.01% Triton; Potency, µM (doses to about 114 µM), inactives show top-dose activity change, negative = inhibition, actives largely listed as inhibitors; 370,000 tested, 0.041% active;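 further: potency means the concentration at half of the fitted maximal effect; 0% = no-compound wells and -100% = no-enzyme wells; nearly all actives have a fitted effect of over 25% in size; some results filed as inactive show a strong effect at the top dose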
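20 mM phosphate pH 7.0 + 0.01% (detergent screen) or 0.0001% Triton X-100; 5.3 nM AmpC reagent; cpd preinc 15 min RT; nitrocefin (800 uM stock) to start; A480 q20 s × 4 min; Activity was normalised to no-enzyme and no-compound control wells.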
Numbers without * were called inactive; ? = inconclusive; · = no result given; [ ] = remark or other dose. Unless noted, the call rests on the fitted dose curve; in most records, active means well fitted curve in the direction sought with a large enough effect; inconclusive means small, poorly fitted or top-dose-only effect, or another doubt; inactive means no such curve, though single readings can be large; an effect the other way counts as inactive or inconclusive. Unless noted, on the % scale 0 is the no-effect control and ±100 the full control effect.

Values in the order – HCV inh | AmpC inh no detg | TbPYK inhibitor | AMA1-RON2 inh | LmPK inhibitor | AmpC inh detg | HCMV antiviral
(1) C#CCOCCOCCOCCNc1nc(N2CCN(C(=O)[C@H](CCCCN)n3cc([C@@H](N)CC(C)C)nn3)CC2)nc(N2CCN(C(=O)[C@H](Cc3ccc(O)cc3)n3cc([C@@H](N)CC(C)C)nn3)CC2)n1
    16%[8.37 µM] | 170%[activator] | 3% | 12% | -1% | 8% | ·
(2) Cc1oc2nc(SCC(=O)N3CCCCC3)nc(N)c2c1C
    1% | -15% | -6% | -21% | -3% | ? | -8
(3) CC1CCC(NC(=O)c2cc(S(=O)(=O)N3CCCCC3)ccc2N2CCOCC2)CC1 (stereo unspecified)
    -28% | 163%[activator] | -15% | -1% | · | 2% | -13
(4) CCOC(=O)C1=C(Cc2ccc(OC)cc2)C(=O)c2ccccc2C1=O
    ? | -31% | ? | ? | -17% | 0% | ·
(5) Cn1ncc(C(N)=O)c1NC(=S)NC(=O)c1ccc(Br)o1
    22% | -38% | -6% | 44%[activator] | 0% | 8% | 10
(6) COc1ccccc1CNC(=O)CSC1=NCCS1
    -7% | -20% | 4% | 10% | -5% | 1% | -61*
(7) Cc1nn(Cc2ccccc2Cl)c(Cl)c1C(=O)NCCc1ccccc1
    ? | 13% | 6% | 3% | 1% | -1% | -6
(8) Cc1cccc(C)c1NC(=O)CCCCCC1NC(=O)NC1C (stereo unspecified)
    -5% | -15% | -3% | -13% | 1% | -6% | 48
(9) CCOCCCNC(=O)CN1C(=O)/C(=C/c2ccccc2C)Sc2ccccc21
    -5% | 149%[activator] | 2% | 54%[activator] | 1% | 3% | -19
(10) CC1CC(C)CN(S(=O)(=O)c2ccc(C(=O)N3CC(C)OC(C)C3)cc2)C1 (stereo unspecified)
    · | 77%[activator] | 0% | 7% | -11% | -2% | 0
(11) Cc1cc(C)nc(/N=C(\N)c2c(O)[nH]c(=O)[nH]c2=O)n1
    11% | 1% | · | -11% | -4% | 1% | -26
(12) CCN(CC)c1ccc(NC(=O)C2CCCC2)cc1
    -11% | -20% | -23% | -17% | 1% | -11% | 57
(13) CS(=O)(=O)c1nc(S(=O)(=O)c2ccc(Cl)cc2)c(N2CCCCCC2)s1
    -2% | -3% | -11% | -1% | 1% | 0% | ?
(14) C[C@H](NC(=O)c1ccco1)C(=O)NCCc1ccc(S(N)(=O)=O)cc1
    9% | 2% | 5% | 2% | 7% | 1% | -25
(15) COc1ccccc1-c1cnc2c(c1)C(=O)N([C@@H](C)CO)C[C@H](C)[C@H](CN(C)C)O2
    · | · | -16% | 12% | · | · | 30
(16) Cc1cc(C)c2c(-n3cccc3)c(C(=O)O)sc2n1
    · | -16% | -4% | 0% | -14% | ? | 42
(17) CCn1cc(S(=O)(=O)c2ccccc2)c(=O)c2cc(F)c(N3CCCC3)cc21
    · | · | 7% | · | · | 5% | ?
(18) c1ccc(C2=NC(c3ccccc3)CC2)cc1 (stereo unspecified)
    · | · | -15% | 7% | · | · | 1
(19) Cc1ccccc1C1(CCN2CCCCC2)CCOC(C)(C)C1 (stereo unspecified)
    17% | -55% | -1% | -9% | 1% | -15% | -36
(20) CCOc1cc(N2CCOCC2)c(OCC)cc1NC(=O)c1ccco1
    ? | -1% | 5% | -7% | -4% | 4% | 28
(21) COc1ccccc1NC(=O)c1ccc(NC(=O)CN2CCCCC2)cc1
    ? | -24% | -5% | ? | · | · | 18
(22) CCCCN1C(=O)/C(=C/c2ccc(N(C)C)cc2)C(=O)N(Cc2ccco2)C1=O
    11% | -50% | -9% | -26% | 4% | ? | 7
(23) CCOc1ccc(S(=O)(=O)n2cnc3cc(C)c(C)cc32)cc1
    10µM* | -38% | 2% | 15% | -1% | -1% | -86*
(24) COCCCn1c2nc3ccccc3nc2c2c(=O)n(CC3CCCO3)cnc21 (stereo unspecified)
    5% | -8% | -7% | -9% | 0% | -13% | -23
(25) Cc1ccc2c(c1)NC(=O)C(CC(=O)NCCCN1CCCC1)O2 (stereo unspecified)
    14% | 14% | 0% | -1% | 2% | -13% | 4
(26) O=C(CCn1nnc2ccccc21)Nc1nnc(-c2ccccc2F)s1
    6% | -17% | 4% | -6% | 1% | -10% | 5
(27) CC(C)CCC1(C)NC(=O)N(CC(=O)c2ccc[nH]2)C1=O (stereo unspecified)
    ? | -20% | 0% | ? | · | -6% | -28
(28) CCn1c(/C=C2\C(=O)N(C)c3ccccc32)nc2ccccc2c1=O
    11% | -8% | -4% | -4% | -5% | -13% | 72
(29) CN(C)c1nc(NNC(=O)c2ccccc2)nc(N(C)C)n1
    22% | · | -2% | -15% | · | · | -3
(30) O=C1CC(N2CCC(O)(c3ccc(Cl)cc3)CC2)C(=O)N1Cc1ccc(N2CCCC2=O)cc1 (stereo unspecified)
    ? | -7% | -3% | -13% | -1% | 1% | -23
(31) Cc1sc(-n2cccc2)c(C(=O)O)c1C
    19% | -26% | -3% | 21% | 2% | -11% | -3
(32) CCCC(=O)NNC(=O)c1ccoc1C
    28% | -20% | -9% | -2% | 2% | -14% | -10
(33) CC(C)(C)C(=O)Nc1cc(C(F)(F)F)ccc1-n1ccnc1
    ? | -18% | 0% | 51%[activator] | -4% | 6% | -7
(34) O=C(CC1C(=O)NCCN1Cc1c(F)cccc1Cl)NCCc1ccccn1 (stereo unspecified)
    -1% | 20% | -11% | 65%[activator] | 1% | -5% | -17
(35) C=CCn1c(-c2cc(OC)cc(OC)c2)n[nH]c1=S
    -3% | -17% | ? | 63%[activator] | ? | -17% | 3
(36) CC(CC(C)C(=O)N1CCOCCN(C(=O)C(C)CC(C)C(=O)O)CCOCC1)C(=O)O (stereo unspecified)
    11% | -7% | -4% | 5% | -6% | -6% | -14
(37) Cc1cc(C(F)(F)F)c2c(C)nn(CCc3nn[nH]n3)c2n1
    -4% | -4% | -1% | 2% | 1% | -1% | -8
(38) O=C(Nc1cccc(F)c1)C1CCN(S(=O)(=O)c2cccc3nonc23)CC1
    -12% | -40% | -4% | 2% | -3% | -2% | -7
(39) CCCCNC(=O)C1(C)CCCCN1C(=O)c1cc2ccccc2s1 (stereo unspecified)
    · | · | 6% | -4% | · | · | -9
(40) CC(C)C(=O)Nc1sc2c(c1C#N)CCCCC2
    ? | -23% | 0% | -14% | 5% | -12% | 44
(41) CCOc1ccc2oc(=O)cc(C)c2c1
    -30% | -13% | -4% | 4% | 15% | -6% | 28
(42) O=C(NC1CCCCCC1)c1ccc(S(=O)(=O)NCc2ccco2)cc1
    18% | -14% | 2% | -28% | -2% | 0% | 8
(43) CS(=O)(=O)N(CCC(=O)O)Cc1ccccc1
    16% | -24% | -12% | -8% | 0% | -11% | 19
(44) COc1cc(OC)c(C(=O)NC23CC4CC(CC(C4)C2)C3)cc1OC
    -15% | 102%[activator] | -7% | -8% | -2% | -6% | -3
(45) CCCOc1ccc(Br)cc1/C=N/O
    10µM* | · | -8% | -5% | 2% | 4% | 10
(46) CC(C)(C)c1cc(C(=O)NCc2ccco2)ccn1
    7% | -9% | 3% | -3% | 1% | 0% | 15
(47) CC(C)(C)OC(=O)N(CCc1ccccc1)Cc1cccc(OCc2cccc(NC(=O)/C=C/c3ccccc3)c2)c1
    ? | · | -3% | 11% | · | · | 43
(48) Cc1ccc(-c2nn(-c3ccccc3)cc2/C=C2\SC(=S)N(CCCCCC(=O)O)C2=O)o1
    20% | 27% | -30% | -15% | -4% | ? | 2
(49) CCCCCCn1c(=O)c(C(=O)Nc2ncccc2O)c(O)c2ccccc21
    -17% | -33% | 0% | 27% | 15% | -11% | -73*
(50) CCOC(=O)C(C)OC(=O)C1=C(C)NC(=O)NC1c1ccc2c(c1)OCO2 (stereo unspecified)
    8% | 1% | 1% | 0% | -4% | -11% | -12

Continued:
Values in the order – HCV inh | AmpC inh no detg | TbPYK inhibitor | AMA1-RON2 inh | LmPK inhibitor | AmpC inh detg | HCMV antiviral
(51) O=C(COc1ccccc1)NCc1ccc2c(c1)OCO2
    4% | -10% | 1% | 14% | 0% | ? | -18
(52) CCn1cc(CN2CCCC(C(=O)Nc3ccc(-c4nc5ccccc5[nH]4)cc3)C2)c(C)n1 (stereo unspecified)
    -18% | 4% | 0% | -12% | -15% | 2% | 44
(53) C[C@H]1CN([C@@H](C)CO)C(=O)Cc2cc(NC(=O)Cn3cnnn3)ccc2O[C@H]1CN(C)Cc1ccncc1
    8% | 22% | 7% | 12% | · | · | -16
(54) COCCn1c(=NC(C)=O)sc2cc([N+](=O)[O-])ccc21
    11% | -13% | 7% | -18% | -4% | ? | -32
(55) Cc1ccc(NC(=O)C2(c3ccccc3)CCCC2)nc1
    -3% | · | 1% | -14% | · | · | 12
(56) COc1ccc(S(=O)(=O)Cc2ccc(C(=O)NC3CC3)o2)cc1
    4% | -7% | 2% | -6% | 13% | -1% | 10
(57) COc1cc(/C=N/NC(=O)Cc2ccc(Br)cc2)cc(OC)c1O
    ? | -51% | 2% | -4% | -2% | -1% | -18
(58) Cc1ccc2c(c1)C1CN(C)CCC1N2C(=O)Nc1ccc(Cl)cc1 (stereo unspecified)
    -28% | 1% | 6% | 7% | 0% | -12% | -10
(59) O=S(=O)(c1ccc2ccccc2c1)N(CC1CO1)c1ccccc1 (stereo unspecified)
    -3% | 28% | -1% | 0% | -1% | -6% | ?
(60) CCOC(=O)N1CCC(NC(=O)CN2C(=O)CSc3ncccc32)CC1
    -4% | 28µM* | -1% | 2% | 1% | 8% | 16
(61) CC(NC(=O)c1cccnc1)c1ccc2c(c1)OCO2 (stereo unspecified)
    3% | -10% | 2% | 4% | 0% | -1% | 13
(62) COc1ccc(NC(=O)Nc2cc(C)ccn2)cc1
    -1% | · | -11% | 6% | · | · | 0
(63) CCCc1cc(C(N)=O)c(NC(=O)c2ccco2)s1
    ? | -48% | 5% | 23% | -2% | ? | -19

Ordered by SMILES length (lowest first): some entries from above.
Values in the order – HCV inh | AmpC inh no detg | TbPYK inhibitor | AMA1-RON2 inh | LmPK inhibitor | AmpC inh detg | HCMV antiviral
(63) CCCc1cc(C(N)=O)c(NC(=O)c2ccco2)s1
    ? | -48% | 5% | 23% | -2% | ? | -19
(54) COCCn1c(=NC(C)=O)sc2cc([N+](=O)[O-])ccc21
    11% | -13% | 7% | -18% | -4% | ? | -32
(58) Cc1ccc2c(c1)C1CN(C)CCC1N2C(=O)Nc1ccc(Cl)cc1 (stereo unspecified)
    -28% | 1% | 6% | 7% | 0% | -12% | -10
